MPTP block – blocks calcium-induced mitochondrial swelling | inhibition, % at 10 µM | isolated mouse mitochondria, Ca2+ swelling absorbance, 30 min | AID 602449 | 360,000 compounds, 1.4% hits;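 active = inhibition of 50% or more, scaled per plate between neutral and stimulator controls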;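 also: 0% = DMSO wells given calcium and 100% = 1 mM EGTA wells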
tim10-1 inh – inhibits growth of tim10-1 mutant yeast; S. cerevisiae tim10-1 ts strain growth, BacTiter-Glo, 24 h; inhibition, % at 20 µM; 330,000 compounds, 2.2% hits; AID 463190;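 active = inhibition of at least 40%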;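 also: mutant grown at 25 °C; 0% = DMSO wells with yeast and 100% = wells holding no yeast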
beta cell repl – MIN6 beta-cell proliferation induction; MIN6 cells proliferation, ATPlite luminescence, 48 h; cells starved in 0.2% serum; 100% = growth in 10% serum; proliferation, % at 10 µM; 330,000 compounds, 0.29% hits;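 active = compounds whose signal lies at least 3.5 SD above the mean of all wells on their plate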;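 also: 0% = DMSO-treated cells in low-serum medium and 100% = 10% serum control; some compounds called inactive have numbers as strong as hits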
tim23-1 inh – growth inhibitors of tim23-1 mutant yeast | S. cerevisiae tim23-1 growth, BacTiter-Glo luminescence, 24 h | inhibition, % at 20 µM | 330,000 compounds, 1.3% hits;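 active = growth inhibition of the mutant yeast at or above 50%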;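 also: temperature-sensitive mutant grown at 25 °C; plate controls were DMSO-treated mutant yeast for no effect and medium wells lacking yeast for full effect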
GRIN3A LBD mod – modulates the human NR3A ligand-binding domain; NR3A LBD differential scanning fluorimetry, Tm shift; 0% = protein alone, 100% = glycine-bound protein; Tm shift relative to glycine control, % at 25 µM; 340,000 compounds, 2.5% hits; AID 1259313;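 active = melting temperature shift of at least 10% of the positive control shift, at one fixed dose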
NLRP3 yeast inh – blocks the NALP3 inflammasome reconstituted in yeast; Yeast reconstituted NLRP3/ASC/caspase-1, beta-gal luminescence, 24 h; inhibition, % at 10 µM; 330,000 compounds, 0.39% hits;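 active = inhibition of 50% or more; inactive = inhibition below 50%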;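 also: plate controls were induced DMSO wells for no effect and uninduced yeast grown without galactose for full effect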
TIM10 inh – growth inhibitors of TIM10 yeast strain; 330,000 compounds, 1.4% hits; inhibition, % at 10 µM; AID 463195; S. cerevisiae TIM10 strain growth, BacTiter-Glo luminescence, 24 h;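 active = inhibition of 40% or more at the single tested concentration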;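 also: wild-type TIM10 isogenic control strain grown at permissive 25 °C; 0% = DMSO yeast wells and 100% = minimal medium wells without yeast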
APJ antagonist – APJ receptor antagonism; P35414; CHO-K1 APJ beta-arrestin complementation, luminescence; inhibition, % at 20 µM; 330,000 compounds, 0.32% hits;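 active = inhibition above about 40% at 20 µM, limit read from the data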;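 also: cells challenged with 10 nM apelin-13 agonist together with compound; plate controls were apelin-13 plus DMSO wells for no effect and DMSO wells lacking apelin-13 for full effect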
Target sequence (P35414 whole entry, looked up): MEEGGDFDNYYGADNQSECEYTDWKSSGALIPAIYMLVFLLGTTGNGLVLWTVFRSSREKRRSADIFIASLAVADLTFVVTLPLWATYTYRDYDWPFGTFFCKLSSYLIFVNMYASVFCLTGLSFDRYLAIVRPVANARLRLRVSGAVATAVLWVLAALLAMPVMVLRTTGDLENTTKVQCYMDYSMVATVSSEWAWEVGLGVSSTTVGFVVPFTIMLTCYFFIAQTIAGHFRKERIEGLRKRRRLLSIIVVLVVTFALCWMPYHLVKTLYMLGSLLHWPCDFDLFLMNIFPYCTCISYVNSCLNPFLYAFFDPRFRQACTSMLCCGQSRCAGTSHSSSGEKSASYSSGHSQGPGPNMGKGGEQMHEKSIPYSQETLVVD
APJ ag – activates the human apelin receptor APJ; CHO-K1 APJ PathHunter beta-arrestin, luminescence; 0% DMSO wells, 100% apelin; activation, % at 20 µM; 330,000 compounds, 0.11% hits;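 active = activation more than six SD over the plate average, tested at 20 µM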;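 also: 0% = DMSO alone and 100% = apelin-13 at 10 nM; some results filed as inactive read as strong as hits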
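Test system – PathHunter CHO-K1 APJ (AGTRL-1) beta-arrestin reporter cells · Input – 1000 cells/well · Compound – single test compound dose, 20 µM final, 1% DMSO · Times – compound stimulation 90 min at 25 °C, detection 60 min · Technique – beta-gal luminescence · Read-out basis – APJ–arrestin association signal · Control set – negative DMSO alone, positive Apelin-13 at 10 nM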
* = called active by the depositor; x = not tested or not shown. No enrichment for hits, and some 7.2% of all compounds hit somewhere here.

SMILES	MPTP block	tim10-1 inh	beta cell repl	tim23-1 inh	GRIN3A LBD mod	NLRP3 yeast inh	TIM10 inh	APJ antagonist	APJ ag
COc1ccc(NC(=O)NNC(=O)c2ccc3ccccc3c2)cc1OC	-0.9	-8.0	-1.1	0.0	-1.0	13.6	-3.3	24.3	-1.9
COc1ccc(NC(=O)C(CC(=O)O)Cc2ccc(Br)cc2)cc1 (stereo unspecified)	-0.8	1.1	-1.9	7.7	-1.2	-7.3	-4.6	18.8	-3.9
Cc1ccc(NC(=O)CSC2=C(C#N)C(c3ccco3)C3=C(CCCC3=O)N2)cc1 (stereo unspecified)	1.1	27.3	0.0	16.6	-2.9	20.7	4.9	9.5	6.5
CCCCCOC(=O)C1=C(C)Nc2nnnn2C1c1ccccc1Cl (stereo unspecified)	11.3	24.8	-5.4	33.7	-12.1	19.2	27.3	12.3	-2.9
CC(C)C(=O)c1cc2c(cc1NC(=O)c1ccccc1)OCCO2	1.2	32.5	-4.9	19.7	-7.7	15.3	11.2	-7.2	3.2
COCc1ccc(C(=O)NC2CC(C)(C)Cc3c2cnn3-c2ccc(C)cc2)o1 (stereo unspecified)	-1.2	37.3	-1.6	25.9	-0.3	-1.3	9.6	0.2	3.5
CCOc1c(Br)cc(/C=C2\N=C(C)OC2=O)cc1Br	1.5	61.4*	-5.5	58.7*	2.5	1.2	28.2	9.5	-0.4
CNCCCOc1cccc(OC(C)C)c1	2.8	3.6	6.3*	7.7	1.4	11.4	2.0	9.8	1.0
NS(=O)(=O)c1ccc(NC(=O)COC(=O)/C=C/c2ccc([N+](=O)[O-])cc2)cc1	0.1	3.7	-1.2	-0.2	-4.9	1.0	7.8	-14.8	3.3
CC(=O)Nc1ccc(NC(=O)c2sc3nc4c(c(-c5ccc(C)cc5)c3c2N)CCC4)cc1	-1.2	2.4	1.6	4.6	-6.5	8.9	-1.2	41.5*	-5.0
O=C(NNS(=O)(=O)c1ccccc1)Nc1ccc(F)cc1	1.9	-10.9	0.5	-3.0	2.2	-4.8	5.2	4.7	-2.5
C/C(=N/NC(=O)CN1CCN(Cc2ccccc2Cl)CC1)c1ccco1	1.5	3.0	-2.2	15.4	-1.5	13.2	6.7	6.4	-0.9
COc1cccc(-c2c(C(=O)N/N=C(\C)c3ccc(Cl)s3)nnn2-c2nonc2N)c1	-1.6	-7.7	-0.4	-16.3	10.6*	3.5	-14.8	-4.4	-2.3
CN1C2C(Br)CCCCN2c2ccc(F)cc2S1(=O)=O (stereo unspecified)	-0.9	15.8	-2.6	14.8	1.1	6.5	-1.0	5.5	-3.8
Cc1nn(C2CCS(=O)(=O)C2)c(C)c1CN(C)C(=O)c1ccc(Cl)cc1 (stereo unspecified)	0.1	-8.6	-1.1	-3.3	1.1	-0.2	7.6	6.8	-3.0
Cc1ccc(OCC(=O)N(Cc2cccc(F)c2)C2CCS(=O)(=O)C2)cc1 (stereo unspecified)	-0.7	20.6	-2.7	19.4	0.1	-5.2	6.3	-11.1	0.6
O=C(Nc1ccccc1Cl)c1sccc1-c1ccccc1	0.2	-6.9	0.0	8.7	0.5	22.3	16.4	29.3	-1.8
Cc1ccccc1Cn1cc(NC(=O)CSc2nc3c(c(C(F)(F)F)n2)CCc2ccccc2-3)cn1	-1.2	18.4	-5.2	16.4	2.3	13.6	6.4	7.0	1.3
Cc1cc(C)n(C(=O)COc2c(C)cccc2C)n1	-2.2	13.1	-1.1	15.6	0.8	8.2	-1.8	17.9	2.6
CCC(=O)c1ccc(OCC(=O)OCC(=O)c2cc(C)n(C)c2C)cc1	-0.4	38.6	-2.9	46.1	12.6*	3.5	9.9	15.2	-4.8

Some of these compounds in order of length of the SMILES, descending:
SMILES	MPTP block	tim10-1 inh	beta cell repl	tim23-1 inh	GRIN3A LBD mod	NLRP3 yeast inh	TIM10 inh	APJ antagonist	APJ ag
NS(=O)(=O)c1ccc(NC(=O)COC(=O)/C=C/c2ccc([N+](=O)[O-])cc2)cc1	0.1	3.7	-1.2	-0.2	-4.9	1.0	7.8	-14.8	3.3
CC(=O)Nc1ccc(NC(=O)c2sc3nc4c(c(-c5ccc(C)cc5)c3c2N)CCC4)cc1	-1.2	2.4	1.6	4.6	-6.5	8.9	-1.2	41.5*	-5.0
COc1cccc(-c2c(C(=O)N/N=C(\C)c3ccc(Cl)s3)nnn2-c2nonc2N)c1	-1.6	-7.7	-0.4	-16.3	10.6*	3.5	-14.8	-4.4	-2.3
COCc1ccc(C(=O)NC2CC(C)(C)Cc3c2cnn3-c2ccc(C)cc2)o1 (stereo unspecified)	-1.2	37.3	-1.6	25.9	-0.3	-1.3	9.6	0.2	3.5
Cc1ccc(OCC(=O)N(Cc2cccc(F)c2)C2CCS(=O)(=O)C2)cc1 (stereo unspecified)	-0.7	20.6	-2.7	19.4	0.1	-5.2	6.3	-11.1	0.6
CCC(=O)c1ccc(OCC(=O)OCC(=O)c2cc(C)n(C)c2C)cc1	-0.4	38.6	-2.9	46.1	12.6*	3.5	9.9	15.2	-4.8
COc1ccc(NC(=O)C(CC(=O)O)Cc2ccc(Br)cc2)cc1 (stereo unspecified)	-0.8	1.1	-1.9	7.7	-1.2	-7.3	-4.6	18.8	-3.9
CNCCCOc1cccc(OC(C)C)c1	2.8	3.6	6.3*	7.7	1.4	11.4	2.0	9.8	1.0

Remaining list, next part.
SMILES	MPTP block	tim10-1 inh	beta cell repl	tim23-1 inh	GRIN3A LBD mod	NLRP3 yeast inh	TIM10 inh	APJ antagonist	APJ ag
O=C(NCc1nc2ccccc2[nH]1)c1ccc(S(=O)(=O)N2CCOCC2)cc1	5.3	6.4	-1.8	-0.6	-0.4	6.7	-12.9	-7.4	-0.4
COc1ccc(NC(=O)CSc2nc3ccccc3c(=O)n2CCCC(=O)NCC2CCCO2)c(OC)c1 (stereo unspecified)	1.1	-7.8	0.3	-10.6	-1.4	7.1	-2.4	-5.0	-2.9
CCOC(=O)C1CCN(C(=O)C(CCSC)NC(=O)COc2ccccc2)CC1 (stereo unspecified)	-1.1	1.3	-0.6	7.7	0.2	2.8	1.5	3.4	-0.9
CC(O)CNCCCOc1cccc(Oc2ccccc2)c1 (stereo unspecified)	59.9*	16.3	-2.1	11.8	-0.4	17.4	-2.4	6.8	-4.9
C=CCn1c(COc2cccc(C)c2)nnc1SCn1nnc2ccccc2c1=O	0.8	29.4	0.0	29.4	-3.1	6.4	-3.6	-4.7	-0.6
O=C(CNC(=O)c1ccccc1Br)N/N=C/c1ccc(O)cc1	-0.3	8.6	1.5	-0.5	-3.3	4.9	10.0	3.0	-0.1
CCN(CC)CCN(C(=O)C1CCCCC1)c1nc2cc3c(cc2s1)OCO3	1.8	-0.4	2.7	0.8	-25.7	20.7	0.2	13.7	1.5
CCOc1ccc(NC(=O)CN2C(=O)CCSc3ccc(S(=O)(=O)N4CCCC4)cc32)cc1	-1.9	10.7	-2.1	4.2	1.4	6.3	-6.5	18.9	-4.3
CC(C)Cc1nnc(NC(=O)CCC(=O)NC2CCCC2)s1	-1.5	5.5	-1.2	-10.6	1.8	3.3	4.8	14.2	0.7
Cc1ccc2cc(C#N)c(NCCNC(=S)NCCCN3CCOCC3)nc2c1	0.1	-0.5	-0.5	11.0	1.6	19.4	7.5	-5.0	-3.4
O=C(OCC(=O)N1CCN(C(=O)c2ccco2)CC1)c1ccccc1	2.1	-11.9	-1.1	23.0	1.2	14.9	-15.4	8.4	1.4
CCCN(CC(=O)Nc1ccccc1C)CC(=O)Nc1ccc(Br)cc1F	-0.3	32.8	-4.0	38.5	0.0	1.2	6.8	-4.3	-3.9
CC(C)c1nnc(SCC(=O)N2CCN(C(=O)c3ccco3)CC2)n1N	0.3	-2.0	2.0	11.5	-0.9	4.5	-4.0	0.3	-1.8
N#Cc1cccc(NC(=O)CCc2ccc(S(=O)(=O)N3CCOCC3)cc2)c1	-2.4	-9.1	-3.3	-2.6	5.2	9.9	-10.2	8.2	-1.5
COCCNc1ncnc2c1nc1n2CCCC1	-1.3	0.9	-1.8	-1.7	0.9	11.6	7.3	5.7	-2.5
CC12CCC(=O)N1C(C(=O)N1CCN(S(=O)(=O)c3ccc(Br)cc3Cl)CC1)CS2 (stereo unspecified)	-2.0	22.9	-4.5	18.0	-4.6	-4.1	7.9	8.9	3.7
CC(C)CN1C(=O)C(=O)N(CC(=O)c2ccc3c(c2)OCO3)C1=O	0.3	-15.0	-5.2	-6.6	-3.3	27.6	-5.3	-24.4	-3.1
Cc1ccc(CN2[C@@H](CC3CCCCC3)COCCS2(=O)=O)cc1	3.0	20.5	-1.4	24.2	-5.2	3.0	0.8	-50.9	-2.0
CC12CCC(C(=O)N/N=C/c3ccc(O)cc3O)(OC1=O)C2(C)C (stereo unspecified)	-0.6	-2.2	-1.7	-12.6	-7.0	7.1	-17.2	-24.9	-2.1
CCOc1ccccc1/C=C(/NC(=O)c1ccccc1)C(=O)NCC(=O)O	-4.1	19.2	1.1	5.7	-0.7	4.9	-0.9	-0.8	2.5
Cc1ccc(-c2nnc(Nc3ccc(CC(N)=O)cc3)c3ccccc23)cc1S(=O)(=O)NCC1CCCO1 (stereo unspecified)	0.8	-0.8	-0.5	-4.8	-0.9	-0.1	-5.0	13.0	1.3
CSCCNC(C)=O	x	-5.5	-0.7	-3.6	x	5.3	-11.3	-1.3	-3.4
Cc1oc(-c2ccccc2F)nc1CS(=O)(=O)CC(=O)N1CCN(c2ccccc2)CC1	-0.3	24.6	-5.8	35.0	0.2	14.5	9.5	6.4	6.6
O=C(NCc1ccccc1Br)c1ccc2c(c1)OCCO2	0.2	12.3	0.0	4.9	-3.6	26.1	-11.5	13.0	-4.6
Cc1ccc(-c2noc(-c3ccccc3Br)n2)cc1	0.0	6.7	-3.4	8.5	2.9	17.5	14.6	9.5	1.4
CN=c1sc2ccccc2n1CC(O)COc1ccccc1 (stereo unspecified)	-0.6	15.7	-1.2	-7.3	0.3	22.6	-19.8	2.7	-5.4
Cc1nc(N2CCN(C(=O)c3ccco3)CC2)nc2c1C(=O)CC(C)C2 (stereo unspecified)	-2.9	22.9	-2.1	14.2	-1.1	13.4	13.9	-0.3	8.4
CCc1ccc(-c2csc(NC(=O)C3CC(=O)N(c4ccc5c(c4)OCCO5)C3)n2)cc1 (stereo unspecified)	7.9	47.1*	-1.6	22.8	-7.5	13.2	24.6	-10.9	2.0
CSCCC1NC(=O)NC1=O (stereo unspecified)	x	3.4	1.3	15.2	-2.3	16.4	-1.5	22.3	-1.3
COc1ccc(Cl)cc1NC(=O)C(C)NC(c1ccccc1)c1ccccc1 (stereo unspecified)	-0.5	11.0	-6.8	14.6	2.7	1.8	13.5	-7.6	-2.6
COC(=O)c1nc(NC(=O)C(C)(C)C)n[nH]1	0.7	7.0	-1.9	13.5	0.5	-13.6	-5.2	5.1	-6.4
CCCCOC(=O)c1ccc(NC(=O)C(=O)CC(=O)c2ccc(OC)cc2)cc1	4.4	-19.7	-5.3	12.5	-0.2	26.8	-5.8	19.3	-2.7
COc1cccc(NC(=O)c2sc3nc(N4CCOCC4)c4c(c3c2N)CCCC4)c1	-2.4	23.1	-3.0	16.4	1.8	10.1	13.6	7.6	-4.6
COc1ccc(N(CC(=O)NCc2cccs2)S(=O)(=O)c2ccc(F)cc2)cc1	0.6	15.9	-0.5	13.1	2.4	21.2	-0.9	4.3	-3.7
CN(C)S(=O)(=O)c1ccc(Cl)c(NC(=O)COC(=O)c2ccc3c(c2)NC(=O)CS3)c1	5.9	-7.1	-0.4	-11.9	1.8	-2.2	-11.0	-4.9	-7.0

High-throughput results as filed in PubChem.
